G9a block – inhibitors of human histone lysine methyltransferase G9a | 350,000 compounds, 8.8% hits | AID 504332 | Potency, µM (doses to about 102 µM), inactives show at the top dose activity, negative = inhibition, usual class: inhibitors | G9a H3K9 monomethylation, AlphaScreen, 2 h | Q96KQ7; further: potency means the concentration at half of the fitted maximal effect; on the % scale 0 is the no-effect control and ±100 the full control effect; nearly all actives have a fitted effect of over 75% in size
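AlphaScreen read-out: biotin-H3K9 peptide (500 nM) methylation by 20 nM enzyme with 20 uM SAM, 2 h at room temperature after 15 min compound preincubation; anti-monomethyl H3K9 antibody plus donor/acceptor beads, 10 min dark.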
GLS inh – glutaminase GLS (human) inhibition; O94925; GLS enzymatic activity, qHTS titration; Potency, µM (series often up to 45.5 µM), without a hit: at the top dose activity change, negative = inhibition, actives largely listed as inhibitors; 410,000 compounds, 0.21% hits; further: potency means the concentration at half of the fitted maximal effect; on the % scale 0 is the no-effect control and ±100 the full control effect
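Read-out is an Amplex red fluorescence increase coupled through glutamate oxidase and HRP, measured before and after 30 min room-temperature incubation. hKGA is in 45 mM KH2PO4 (pH 8.2) with 0.02% Tween-20; glutamine added as 1mM solution.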
PGK inhibitor – blocks T. brucei phosphoglycerate kinase. PGK/GAPDH coupled, Kinase-Glo luminescence, 60 min. P07378. AID 602233. 380,000 compounds, 0.043% hits. Potency, µM (doses to about 57.5 µM), without a hit: at the highest dose activity change, negative = inhibition, most hits filed as inhibitors; further: potency means the concentration at half of the fitted maximal effect; on the % scale 0 is the no-effect control and ±100 the full control effect; nearly all actives have a fitted effect of over 60% in size
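Recombinant glycosomal PGK reaction used 1,3-bisphosphoglycerate generated in-well by GAPDH (100nM final) in 100mM TEA pH 7.6, 5mM MgCl2, 0.01% Tween-20. After 60 minutes at room temperature, ATP was read by Kinase-Glo Plus luminescence end-point.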
PI4K2A block – blocks human PI4K2A kinase activity. Q9BTU6. purified PI4K2A, ADP-Glo luminescence, 1 h; active compounds read low. activity change, negative = inhibition, % at 76.9 µM. 420,000 compounds, 0.13% hits; in the data active means activity change below about -50%; inconclusive means mostly about -30% to -49%;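 further: -100% = wells without enzyme as full effect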
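Compounds are screened against recombinant PI4K2A using PI as substrate and ATP, the latter dispensed at 300 microM. Reactions run one hour at ambient temperature before ADP-Glo detection; full inhibition defined by wells lacking enzyme.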
Pin1 inh – blocks the human prolyl isomerase Pin1. Q13526. Potency, µM (doses to about 115 µM), for the others: at the highest dose activity, negative = inhibition, most hits filed as inhibitors. AID 504891. Pin1 FP peptide displacement, HiFluor488, 10 min. 390,000 compounds, 0.009% hits; active means well fitted inhibition curve with a large enough effect in the polarisation, with a control signal flat, not every such curve was filed as active; inconclusive means small, poorly fitted or top-dose-only effect, or effect the other way, or a change in a side signal; inactive means no such curve, though single readings can be large or run the other way; the % refers to the polarisation; further: potency means the concentration at half of the fitted maximal effect; on the % scale 0 is the no-effect control and ±100 the full control effect
ERG Ets-DNA blk – inhibitors of human ERG Ets domain-DNA interaction; P11308; fluorescence polarization, His-ERG Ets domain / labelled DNA; Potency, µM (titrated, usually from 76.9 µM), for the others: top-dose FP activity, negative = inhibition, usual class: inhibitors; 370,000 compounds, 0.028% hits; AID 624246; active means well fitted inhibition curve with a large enough effect in the polarisation, with a control signal flat; inconclusive means small, poorly fitted or top-dose-only effect, or effect the other way, or a change in a side signal; inactive means no such curve, though single readings can be large or run the other way; the % refers to the polarisation;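 further: polarization taken with two DNA probes labelled with fluorescein and Texas red; potency means the concentration at half of the fitted maximal effect; % of control where 0% means no effect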
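His-tagged ERG Ets domain (1 uM in the protein solution; 300mM KCl, 50mM Tris-HCl, 1mM EDTA, 1mM DTT, pH 7.5) received compound, then a probe mix of 5 nM fluorescein-DNA and 100nM Texas-615-DNA. Fluorescence polarization was read for both dyes.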
JMJD2A Tudor inh – JMJD2A Tudor domain (human) inhibition. O75164. Potency, µM (series often up to 114 µM), for inactives: top-dose activity change, negative = inhibition, hits mostly inhibitors. AID 504339. AlphaScreen JMJD2A-Tudor / H3K4me3 peptide binding. 390,000 compounds, 4.4% hits; further: potency means the concentration at half of the fitted maximal effect; on the % scale 0 is the no-effect control and ±100 the full control effect; nearly all actives have a fitted effect of over 50% in size
Target sequence (O75164 whole entry, looked up, the tested form may be a part): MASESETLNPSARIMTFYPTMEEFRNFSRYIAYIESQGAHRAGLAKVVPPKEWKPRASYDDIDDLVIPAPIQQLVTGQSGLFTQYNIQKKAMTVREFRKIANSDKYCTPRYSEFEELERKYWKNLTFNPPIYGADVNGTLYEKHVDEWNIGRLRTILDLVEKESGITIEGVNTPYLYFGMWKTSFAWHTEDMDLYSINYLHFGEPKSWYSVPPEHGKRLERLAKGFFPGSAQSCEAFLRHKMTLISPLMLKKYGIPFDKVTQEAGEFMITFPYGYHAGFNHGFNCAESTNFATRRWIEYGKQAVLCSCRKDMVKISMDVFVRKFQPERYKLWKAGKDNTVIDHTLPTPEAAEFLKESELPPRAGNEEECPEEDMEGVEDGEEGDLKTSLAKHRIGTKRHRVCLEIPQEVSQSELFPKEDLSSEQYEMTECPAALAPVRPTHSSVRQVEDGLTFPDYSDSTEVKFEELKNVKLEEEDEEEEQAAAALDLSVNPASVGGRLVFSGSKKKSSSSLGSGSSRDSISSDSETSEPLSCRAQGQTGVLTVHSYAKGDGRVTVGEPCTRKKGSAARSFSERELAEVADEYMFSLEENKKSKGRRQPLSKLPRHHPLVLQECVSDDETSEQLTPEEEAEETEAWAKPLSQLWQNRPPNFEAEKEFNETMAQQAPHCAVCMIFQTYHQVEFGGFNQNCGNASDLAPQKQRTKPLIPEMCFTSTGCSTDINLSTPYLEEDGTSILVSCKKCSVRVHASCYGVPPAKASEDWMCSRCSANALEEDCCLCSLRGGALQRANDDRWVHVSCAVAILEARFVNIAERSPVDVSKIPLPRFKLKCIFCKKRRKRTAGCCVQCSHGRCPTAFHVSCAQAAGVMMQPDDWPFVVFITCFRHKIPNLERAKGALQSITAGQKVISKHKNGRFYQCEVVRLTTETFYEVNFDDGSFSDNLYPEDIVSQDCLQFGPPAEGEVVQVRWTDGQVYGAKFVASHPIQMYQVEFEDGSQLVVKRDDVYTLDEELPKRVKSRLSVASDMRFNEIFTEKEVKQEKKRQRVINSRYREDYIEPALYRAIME
BAZ2B block – blocks human BAZ2B; Q9UIF8; AlphaScreen BAZ2B-H3K14Ac peptide displacement; Potency, µM (top dose mostly 114 µM), inactives show at the highest dose activity change, negative = inhibition, usual class: inhibitors; 360,000 compounds, 4.4% hits; AID 504333; further: potency means the concentration at half of the fitted maximal effect; on the % scale 0 is the no-effect control and ±100 the full control effect; nearly all actives have a fitted effect of over 60% in size
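Multi-concentration screen (max 110 uM) measuring displacement of acetylated histone H3 peptide from BAZ2B by AlphaScreen, using 50 nM protein, 50 nM peptide and 10 ug/mL streptavidin donor plus Ni-chelate acceptor beads.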
HP1b chromo inh – HP1-beta chromodomain-methylated histone interaction inhibition; P83916; AlphaScreen HP1-beta / biotin-H3K9me3 peptide binding; Potency, µM (highest dose often 114 µM), without a hit: top-dose activity change, negative = inhibition, hits mostly inhibitors; 390,000 compounds, 0.56% hits; AID 540317; further: potency means the concentration at half of the fitted maximal effect; nearly all actives have a fitted effect of over 70% in size; inactives centre near 23
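AlphaScreen: HP1-beta (50 nM) preformed 30 min with biotin-H3(1-18)K9me3 peptide (50 nM) in PBS pH 7.4, 0.01% Tween-20. Compound added for 30 min at RT, then streptavidin donor/nickel chelate acceptor beads (10 ug/mL) for 30 min.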
* = called active by the depositor; [ ] = dose if it differs, or a comment. Unless noted, the call rests on the fitted dose curve; in most records, active means well fitted curve in the direction sought with a large enough effect; inconclusive means small, poorly fitted or top-dose-only effect, or another doubt; inactive means no such curve, though single readings can be large; an effect the other way counts as inactive or inconclusive.

How did CCOC(=O)CSc1ncccn1 do in these assays?
G9a block: inconclusive; GLS inh: 9%; PGK inhibitor: -1%; PI4K2A block: 0; Pin1 inh: 1%; ERG Ets-DNA blk: 0%; JMJD2A Tudor inh: -9%; BAZ2B block: -2%; HP1b chromo inh: 9%

What do the screens show for `Cc1ccc(S(=O)(=O)NC(=O)COc2ccccc2C(N)=O)cc1`?
G9a block: -23%[59 µM]; GLS inh: 6%; PGK inhibitor: -7%; PI4K2A block: 10; Pin1 inh: 0%; ERG Ets-DNA blk: 5%; JMJD2A Tudor inh: -10%; BAZ2B block: -27%; HP1b chromo inh: 7%

How did CC1CCN(c2ccc([N+](=O)[O-])c(SCCO)c2)CC1 do in these assays?
G9a block: -15%[59 µM]; GLS inh: 0%; PGK inhibitor: inactive; PI4K2A block: -7; Pin1 inh: 0%; ERG Ets-DNA blk: -3%; JMJD2A Tudor inh: -29%; BAZ2B block: inconclusive; HP1b chromo inh: 6%

How did O=C(Nc1ccc(F)cc1)C1CCCO1 (centres undefined) do in these assays?
GLS inh: 2%; PGK inhibitor: -2%; PI4K2A block: -4; Pin1 inh: 1%; ERG Ets-DNA blk: 9%; JMJD2A Tudor inh: -5%; BAZ2B block: -11%; HP1b chromo inh: 23%[57 µM]

What do the screens show for `COc1ccc(CCN(C)C2CCCN(C(=O)Cn3cnnn3)C2)cc1OC` (centres undefined)?
G9a block: 17%; GLS inh: 2%; PGK inhibitor: -4%; PI4K2A block: -7; Pin1 inh: -9%; ERG Ets-DNA blk: 7%; JMJD2A Tudor inh: -5%; BAZ2B block: -17%; HP1b chromo inh: 38%

Results for O=C(COC(=O)C1CCN(S(=O)(=O)c2ccccc2C(F)(F)F)CC1)NCc1ccc(F)cc1 ?
G9a block: inconclusive; GLS inh: 3%; PGK inhibitor: 1%; PI4K2A block: -1; Pin1 inh: 0%; ERG Ets-DNA blk: -2%; JMJD2A Tudor inh: -7%; BAZ2B block: -25%; HP1b chromo inh: 50%[activator]

How did Cc1ccc(S(=O)(=O)N2CCC(C(=O)NCCCN3CCCC3=O)CC2)cc1C do in these assays?
G9a block: 1%; GLS inh: 0%; PGK inhibitor: 1%; PI4K2A block: 0; Pin1 inh: -3%; ERG Ets-DNA blk: 2%; JMJD2A Tudor inh: -12%; BAZ2B block: -3%; HP1b chromo inh: 34%

How did CC(=O)c1ccc(N2CCN(C(=O)c3cc4ccc5cccnc5c4[nH]3)CC2)cc1 do in these assays?
G9a block: -8%[59 µM]; GLS inh: -3%; PGK inhibitor: -12%; PI4K2A block: 1; Pin1 inh: 28%; ERG Ets-DNA blk: -4%; JMJD2A Tudor inh: inconclusive; BAZ2B block: -5%[57.1 µM]; HP1b chromo inh: 10%

How did CCCc1c(C)c2cc(C)ccc2[nH]c1=O do in these assays?
G9a block: 16%; GLS inh: 0%; PGK inhibitor: 6%; PI4K2A block: 4; Pin1 inh: -1%; ERG Ets-DNA blk: -13%; JMJD2A Tudor inh: -2%; BAZ2B block: 8%; HP1b chromo inh: 25%

How did CCCn1c2ccc(C)cc2c2nnc(SCCN3CCOCC3)nc21 do in these assays?
G9a block: 1%; GLS inh: -18%; PGK inhibitor: inactive; PI4K2A block: 5; Pin1 inh: 1%; ERG Ets-DNA blk: 8%; JMJD2A Tudor inh: -10%; BAZ2B block: -2%; HP1b chromo inh: 31%

How did O=C(COC(=O)/C=C/c1cccc(Cl)c1)NC1CCCC1 do in these assays?
G9a block: 20%[59 µM]; GLS inh: -7%; PGK inhibitor: inactive; PI4K2A block: 0; Pin1 inh: 14%; ERG Ets-DNA blk: 13%; JMJD2A Tudor inh: 1%; BAZ2B block: -5%; HP1b chromo inh: 51%[activator]

How did NCC(=O)N1CCC(C(=O)N[C@@H](Cc2c[nH]c3ccccc23)C(=O)O)CC1 do in these assays?
G9a block: -27%; GLS inh: -2%; PGK inhibitor: -2%; PI4K2A block: 0; Pin1 inh: -6%; ERG Ets-DNA blk: -17%; JMJD2A Tudor inh: -17%; BAZ2B block: 6%; HP1b chromo inh: 24%

How did O=C(CNC(=O)Cc1cccc2ccccc12)NCc1ccc(F)cc1 do in these assays?
G9a block: 5%[12.7 µM]; GLS inh: -5%; PGK inhibitor: inactive; PI4K2A block: -1; Pin1 inh: -3%; ERG Ets-DNA blk: -1%; JMJD2A Tudor inh: -14%; BAZ2B block: -4%; HP1b chromo inh: 26%

What do the screens show for `Cc1ccn2c(=O)c(NC(=O)COc3ccccc3)c(C)nc2c1`?
G9a block: 20%[2.33 µM]; GLS inh: 6%; PGK inhibitor: 8%; PI4K2A block: -2; Pin1 inh: 3%; ERG Ets-DNA blk: 31%[activator]; JMJD2A Tudor inh: -6%; BAZ2B block: -5%; HP1b chromo inh: 23%

Results for Cc1cccc(-c2nc(SCc3cc(=O)c4cccc(F)c4[nH]3)n[nH]2)c1 ?
G9a block: -5%[59 µM]; GLS inh: -1%; PGK inhibitor: -2%; PI4K2A block: 0; Pin1 inh: 8%; ERG Ets-DNA blk: 0%; JMJD2A Tudor inh: -22%; BAZ2B block: 5%; HP1b chromo inh: 34%[57 µM]

How did CC(=O)NC1=C(C#N)C(c2ccccc2)c2c(ccc3ccccc23)O1 (centres undefined) do in these assays?
G9a block: -26%[59 µM]; GLS inh: 7%; PGK inhibitor: -6%; PI4K2A block: 3; Pin1 inh: 81%[activator]; ERG Ets-DNA blk: 0%; JMJD2A Tudor inh: inconclusive; BAZ2B block: -31%; HP1b chromo inh: -25%

Results for Clc1ccc2nc(-c3cccs3)c(Nc3ccc4c(c3)OCCO4)n2c1 ?
G9a block: 4%[59 µM]; GLS inh: 1%; PGK inhibitor: 4%; PI4K2A block: -2; Pin1 inh: 8%; ERG Ets-DNA blk: -1%; JMJD2A Tudor inh: -3%; BAZ2B block: -1%; HP1b chromo inh: 83%[activator]

What do the screens show for `COC(=O)c1ccc(/C=C2/SC(=S)N(CCC(=O)N3CCOCC3)C2=O)cc1`?
G9a block: 4%; GLS inh: -1%; PGK inhibitor: -7%; PI4K2A block: -12; Pin1 inh: -1%; ERG Ets-DNA blk: -6%; JMJD2A Tudor inh: -20%; BAZ2B block: -15%; HP1b chromo inh: -2%

Results for CCCCNc1cc(=O)n(C)c(=O)n1C ?
G9a block: 92%[activator][59 µM]; GLS inh: 0%; PGK inhibitor: -7%; PI4K2A block: 3; Pin1 inh: 9%; ERG Ets-DNA blk: 2%; JMJD2A Tudor inh: -18%; BAZ2B block: -31%; HP1b chromo inh: 20%

What do the screens show for `CCOC(=O)c1c(C)n(CC(O)CN(C)C)c2cc(Br)c(OC)cc12` (centres undefined)?
G9a block: -35%; GLS inh: 5%; PGK inhibitor: inactive; PI4K2A block: -2; Pin1 inh: 0%; ERG Ets-DNA blk: -3%; JMJD2A Tudor inh: -21%; BAZ2B block: -20%; HP1b chromo inh: 23%

What do the screens show for `Cc1ccc(C(=O)NC(=S)NCC2CCCO2)cc1` (centres undefined)?
G9a block: 9%; GLS inh: -6%; PGK inhibitor: inactive; PI4K2A block: -5; Pin1 inh: -8%; ERG Ets-DNA blk: 2%; JMJD2A Tudor inh: -2%; BAZ2B block: -14%[57.1 µM]; HP1b chromo inh: 27%

Results for Cc1nn(-c2ccccc2)c2nc(C3CC3)cc(C(=O)Nc3ccccc3F)c12 ?
G9a block: -1%[59 µM]; GLS inh: -9%; PGK inhibitor: -1%; PI4K2A block: -12; Pin1 inh: inconclusive; ERG Ets-DNA blk: 3%; JMJD2A Tudor inh: -6%; BAZ2B block: 10%[57.1 µM]; HP1b chromo inh: 16%

What do the screens show for `Cc1nn(-c2ccccc2)c(C)c1NC(=O)COC(=O)[C@@H](NC(=O)c1ccccc1)C(C)C`?
G9a block: -11%; GLS inh: 9%; PGK inhibitor: -5%; PI4K2A block: -3; Pin1 inh: -3%; ERG Ets-DNA blk: -4%; JMJD2A Tudor inh: -11%; BAZ2B block: 9%; HP1b chromo inh: 3%

Results for Cc1ccc(O)c(NC(=O)c2cc(-c3ccccc3Cl)on2)c1 ?
G9a block: 3%; GLS inh: -26%; PGK inhibitor: 5%; PI4K2A block: -1; Pin1 inh: 8%; ERG Ets-DNA blk: 0%; JMJD2A Tudor inh: -6%; BAZ2B block: -4%; HP1b chromo inh: 11%

What do the screens show for `CCCn1c(SCC(=O)Nc2nc3ccccc3s2)nc2c1c(=O)n(C)c(=O)n2C`?
G9a block: 14%[59 µM]; GLS inh: 14%; PGK inhibitor: -7%; PI4K2A block: -1; Pin1 inh: 2%; ERG Ets-DNA blk: 2%; JMJD2A Tudor inh: -13%; BAZ2B block: 3%; HP1b chromo inh: 12%

How did Cc1sc2ncnc(N3CCC(C(=O)N4CC(C)SC4=Nc4ccc(Cl)cc4)CC3)c2c1C (centres undefined) do in these assays?
GLS inh: 0%; PGK inhibitor: -8%; PI4K2A block: -4; Pin1 inh: 21%; ERG Ets-DNA blk: 0%; JMJD2A Tudor inh: -20%; HP1b chromo inh: 36%

An unsorted share of the library; overall some 11% were active at least once.
